Compound activity deposited in PubChem BioAssay by National Center for Advancing Translational Sciences (NCATS).
D1 PAM = Potentiators of Human D1 Dopamine Receptor: qHTS; D(1A) dopamine receptor (Homo sapiens), P21728; potentiation, % at 10 µM; HEK293 TREx D1 cells, calcium flux, dopamine EC20 potentiation; actives 0.036% (n = 360,000); in the data active = potentiation above about 30%; also: 0% is about no effect
Target sequence (P21728 whole entry, looked up): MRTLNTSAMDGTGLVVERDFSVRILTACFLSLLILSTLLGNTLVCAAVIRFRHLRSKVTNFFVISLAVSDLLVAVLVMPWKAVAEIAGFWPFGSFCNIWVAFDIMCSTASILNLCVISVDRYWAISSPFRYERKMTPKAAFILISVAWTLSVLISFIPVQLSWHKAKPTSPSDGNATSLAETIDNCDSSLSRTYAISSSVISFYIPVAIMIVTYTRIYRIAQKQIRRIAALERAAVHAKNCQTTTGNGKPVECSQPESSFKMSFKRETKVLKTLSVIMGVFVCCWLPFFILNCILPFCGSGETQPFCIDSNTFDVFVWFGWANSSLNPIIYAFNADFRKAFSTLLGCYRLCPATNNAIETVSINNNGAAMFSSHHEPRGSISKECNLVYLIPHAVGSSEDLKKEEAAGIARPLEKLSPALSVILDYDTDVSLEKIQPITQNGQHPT
D2 antag = HTS Assay for Allosteric Antagonists of the Human D2 Dopamine Receptor: Primary Screen for Antagonists; HEK293 TREx D2 cells, calcium flux, dopamine EC80; inhibition, % at 10 µM; actives 2% (n = 340,000); in the data active = inhibition above about 30%; also: 0% is about no effect
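Cells plated overnight at 30 C with tetracycline; no-wash calcium dye, 30–90 min RT; 10 s baseline; compound pinned; 180 s read; EC80 dopamine added; another 180 s read.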
D2 ag = HTS Assay for Allosteric Agonists of the Human D2 Dopamine Receptor: Primary Screen for Agonists; D(2) dopamine receptor (Homo sapiens), P14416; HEK293 T-REx D2 cells, calcium flux agonist mode; activation, % at 2 µM; actives 0.53% (n = 340,000); AID 485358, 2010;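 active = activation over 3 SD above normal in the single-dose calcium agonist read, cut at about 30% in these data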; also: 0% is about no effect
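HEK293 Trex D2 cells, tetracycline-induced, o/n 30 C 5% CO2; no-wash Ca dye, RT 30–90 min; 10-cycle baseline, 23 nl cpd added, kinetic Ca read 180 s; agonist hits = positive Ca response.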
RXFP1 antag = qHTS Assay for Antagonists of the Relaxin Receptor RXFP1; activity change, negative = inhibition, % at 57.5 µM; AID 1259400, 2018; actives 0.59% (n = 350,000); HEK293-RXFP1, relaxin-stimulated cAMP HTRF, 30 min; stronger effect = lower value;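 active = activity change of -60% or lower, but not beyond a set lower limit; inconclusive = change between -60% and -40%, or beyond the set limit; inactive = change above -40%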; also: % is scaled to controls: 0 for no effect and ±100 for the full control effect
D1 antag = Antagonist of Human D 1 Dopamine Receptor: qHTS; HEK293 TREx D1 cells, calcium flux, dopamine EC80; stronger effect = lower value; activity change, negative = inhibition, % at 10 µM; actives 3.2% (n = 360,000); in the data active = activity change below about -30%; also: % is scaled to controls: 0 for no effect and ±100 for the full control effect
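Cells carrying a force-coupled, tetracycline-inducible human D1 receptor report calcium flux. Each well gets a 10 s baseline, compound with 180 s monitoring, then an EC80 dopamine stimulus with a second 180 s kinetic read.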
TRHR ag = qHTS for Small Molecule Agonists and Allosteric Enhancers of Human TRH Receptor: Primary Screen for Agonists; Thyrotropin-releasing hormone receptor (Homo sapiens), P34981; TRHR cells, calcium flux fluo-8, FDSS agonist mode; activation, % at 2 µM; actives 0.18% (n = 360,000); also: 0% is about no effect
Target sequence (P34981 whole entry, looked up): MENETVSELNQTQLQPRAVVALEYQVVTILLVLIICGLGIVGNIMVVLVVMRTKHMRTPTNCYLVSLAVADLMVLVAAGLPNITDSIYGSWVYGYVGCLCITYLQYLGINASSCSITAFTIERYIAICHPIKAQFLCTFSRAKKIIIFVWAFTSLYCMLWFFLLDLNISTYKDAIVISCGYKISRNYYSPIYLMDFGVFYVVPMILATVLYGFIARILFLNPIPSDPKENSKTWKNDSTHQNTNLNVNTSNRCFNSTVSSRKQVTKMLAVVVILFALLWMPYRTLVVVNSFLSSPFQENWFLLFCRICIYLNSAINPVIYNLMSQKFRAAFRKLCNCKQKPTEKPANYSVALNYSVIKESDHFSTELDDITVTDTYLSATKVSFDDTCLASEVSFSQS
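In this calcium-flux screen, cells bearing human TRHR are dye-loaded with fluo-8, baselined for 10 cycles, then exposed to library compounds; positive kinetic calcium responses during the agonist phase mark hits, with TRH as control.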
D2 PAM = HTS Assay for Positive Allosteric Modulators of the Human D2 Dopamine Receptor: Primary Screen for Potentiators; potentiation, % at 10 µM; actives 0.34% (n = 340,000); HEK293 T-REx D2, calcium flux, EC20 dopamine potentiation; D(2) dopamine receptor (Homo sapiens), P14416;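 active = potentiation over 3 SD above the plate norm, cut at about 30% in these data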; also: 0% is about no effect
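Calcium flux readout, no-wash dye, 1 read/s. Inducible HEK293 Trex D2 line, overnight 30 C. Compound alone 180 s (agonist flags), then EC20 dopamine, another 180 s to score potentiation.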
D1 agonist = Allosteric Agonists of the Human D1 Dopamine Receptor: qHTS. HEK293 T-REx D1 cells, calcium flux, agonist mode. activation, % at 2 µM. actives 1% (n = 360,000). AID 504660, 2011. D(1A) dopamine receptor (Homo sapiens), P21728; also: 0% is about no effect
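Agonism was scored from calcium flux recorded over 180 s (1 read/s) after pintool compound addition, following a 10-cycle baseline. Cells were inducible force-coupled HEK293 TREx D1, plated overnight at 30 C and loaded with no-wash calcium dye.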
TRHR PAM = qHTS for Small Molecule Agonists and Allosteric Enhancers of Human TRH Receptor: Primary Screen for Enhancers; TRHR cells, fluo-8 calcium fluorescence, EC20 TRH enhancement; actives 0.66% (n = 360,000); Thyrotropin-releasing hormone receptor (Homo sapiens), P34981; AID 493056, 2011; enhancement, % at 2 µM; in the data active = enhancement above about 30%; also: 0% is about no effect
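TRHR-expressing cells loaded with fluo-8 calcium dye were read kinetically (ex 480/em 530) during compound addition, then stimulated with an EC20 of TRH (10 nM final). Enhancement of the Gq-mediated intracellular calcium response was scored.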
* marks the source's active call; other numbers are inactive results; ? = inconclusive; . = not tested or not shown. Rule as the data show it, unless noted: active = activation above about 30%; inactive = the rest. Hits appear at their usual frequency; 7.1% or so of the library scored in one or more.

SMILES	D1 PAM	D2 antag	D2 ag	RXFP1 antag	D1 antag	TRHR ag	D2 PAM	D1 agonist	TRHR PAM
CCc1ccc(-c2nc(CS(=O)CC(=O)NCCc3ccc(Cl)cc3)c(C)o2)cc1 (stereo not drawn)	5	.	.	-5	6	-0.6	-11	0	-4
COC(=O)c1[nH]c2cccc(OC)c2c1NC(=O)CCN1CCSCC1	0	2	-1.4	-8	21	-0.1	-11	2	-2
COc1cccc(N2C(=O)Nc3ccccc3C2(O)C(=O)NCc2ccc3c(c2)OCO3)c1 (stereo not drawn)	-1	.	.	-3	0	-0.3	.	0	21
Cc1nc2ncnn2c(C)c1CCC(=O)NCc1cccc(Cl)c1	-2	.	0.8	.	-1	-0.2	-1	1	1
C/C(=N/NC(=O)c1ccncc1)c1ccc(NC(=O)c2ccccc2)cc1	-4	-9	-0.6	11	-2	0.2	-1	3	4
Cc1cc(NS(=O)(=O)c2ccc(NC(=O)COc3ccc(Br)cc3)cc2)nc(C)n1	-1	-1	0.1	-16	-2	0.5	-1	6	5
Cn1c(SCC(=O)Nc2ccccc2)nc2c([nH]c3ccccc32)c1=O	-1	-6	0.4	.	7	0.1	1	-1	-3
COc1ccc(CNC(=O)C2CCN(c3nnc(C)c4c(C)n(-c5ccc(C)cc5)nc34)CC2)cc1	-1	.	-1.4	5	17	-0.9	-5	3	4
CCCn1c(=O)[nH]c(=O)c2c1nc(-c1ccc(OC(F)F)c(OC)c1)n2CCOC	2	6	0.2	-2	16	0.0	1	2	-6
CCCCN(C)CCCNC(=O)C1CCC(CNS(=O)(=O)c2c(C)cc(C)cc2C)CC1 (stereo not drawn)	-10	.	.	0	-17	0.2	-7	2	-2

Two successive records already listed, for reference:
SMILES	D1 PAM	D2 antag	D2 ag	RXFP1 antag	D1 antag	TRHR ag	D2 PAM	D1 agonist	TRHR PAM
CCc1ccc(-c2nc(CS(=O)CC(=O)NCCc3ccc(Cl)cc3)c(C)o2)cc1 (stereo not drawn)	5	.	.	-5	6	-0.6	-11	0	-4
COC(=O)c1[nH]c2cccc(OC)c2c1NC(=O)CCN1CCSCC1	0	2	-1.4	-8	21	-0.1	-11	2	-2

Additional entries follow.
SMILES	D1 PAM	D2 antag	D2 ag	RXFP1 antag	D1 antag	TRHR ag	D2 PAM	D1 agonist	TRHR PAM
NC(=O)c1nsc(C(=O)N(c2cccc(F)c2)C(C(=O)NCC2CCCO2)c2c[nH]c3ccccc23)c1N (stereo not drawn)	-3	-1	6.4	?	16	0.4	.	0	-5
C=CCOc1c(Br)cc(CNc2ccc(NC(=O)CCC)cc2)cc1OCC	9	19	0.3	-25	0	0.2	9	0	-2
Cc1ccc(-c2nnc(N3CCOCC3)c3ccccc23)cc1S(=O)(=O)NCC1CCCO1 (stereo not drawn)	-7	-3	0.6	-18	-5	0.1	7	6	-6
COCCn1c(N)c(Sc2ccccc2[N+](=O)[O-])c(=O)[nH]c1=O	-2	-2	0.6	7	3	0.0	3	4	1
COC(=O)c1sc(NC(C)=O)c(C(=O)OC)c1C	-6	.	.	-8	0	0.6	16	3	4
COc1ccc(Cl)cc1NC(=S)N(Cc1cccnc1)Cc1ccco1	-3	20	0.6	-8	-7	-0.2	1	0	-5
COc1ccccc1-n1c(-c2ccc(F)cc2)coc1=O	-2	-1	0.7	-9	5	-0.5	15	1	10
CCOC(=O)Cc1nnc(Nc2cccc(C)c2)c2ccccc12	-7	1	0.3	10	4	-0.4	0	3	-7
CC(=O)c1cccc(NC(=O)Cn2nc(-c3ccc(Cl)cc3)ccc2=O)c1	-2	-2	-0.2	-4	-4	0.4	1	4	-3
Cc1ccc(OCC(=O)Nc2ccc3c(c2)OCO3)cc1C	4	4	-1.0	-7	6	-2.3	-10	4	-6
CN1CCN(c2ccccc2NC(=S)NC(=O)c2cc3ccccc3o2)CC1	1	-22	9.3	-11	-6	2.1	-20	7	-2
Cc1ccc(C(=O)N/C(=C/c2ccc(F)cc2)C(=O)NCc2ccncc2)cc1	-1	14	0.3	20	34	-0.7	-7	1	-8
Cc1cccc(C)c1NC(=O)CSc1nc2ncccc2o1	2	.	.	1	10	-0.4	5	0	-3
Clc1ccccc1OCc1nnc(-c2ccccc2)o1	-2	-9	-0.1	-6	-3	-0.6	8	4	1
O=C(Nc1ccc(S(=O)(=O)N2CCOCC2)cc1)c1ccc(S(=O)(=O)N2CCOCC2)cc1	0	-30	2.7	-9	2	1.0	0	2	8
CCN(C(=O)CSc1ccc2c(c1)OCCO2)C1CCS(=O)(=O)C1 (stereo not drawn)	-5	-4	-1.4	-4	-6	-1.3	-2	0	12
Cc1ccc(Nc2c(-c3ccc(C)o3)nc3cnccn23)cc1	-3	0	-0.2	5	-2	-0.1	-2	0	0
COc1cccc(NC(=O)[C@H](Cc2ccccc2)NC(=O)[C@@H]2Cc3ccccc3CN2)c1	13	35*	-0.4	-15	20	-0.4	6	27	8
CC(=O)c1cccc(-n2c(=O)c3c4c(sc3n(CC(=O)c3ccc(Cl)cc3)c2=O)CN(C(C)=O)CC4)c1	0	.	0.7	.	15	0.2	-3	-1	2
COc1ccc(Cc2nnc(NC(=O)c3ccco3)s2)cc1	1	3	0.1	-8	-5	-1.0	29	8	13

Rewritten bar-delimited: entries from further up
SMILES | D1 PAM | D2 antag | D2 ag | RXFP1 antag | D1 antag | TRHR ag | D2 PAM | D1 agonist | TRHR PAM
C/C(=N/NC(=O)c1ccncc1)c1ccc(NC(=O)c2ccccc2)cc1 | -4 | -9 | -0.6 | 11 | -2 | 0.2 | -1 | 3 | 4
Cc1cc(NS(=O)(=O)c2ccc(NC(=O)COc3ccc(Br)cc3)cc2)nc(C)n1 | -1 | -1 | 0.1 | -16 | -2 | 0.5 | -1 | 6 | 5
Cn1c(SCC(=O)Nc2ccccc2)nc2c([nH]c3ccccc32)c1=O | -1 | -6 | 0.4 | . | 7 | 0.1 | 1 | -1 | -3
COc1ccc(CNC(=O)C2CCN(c3nnc(C)c4c(C)n(-c5ccc(C)cc5)nc34)CC2)cc1 | -1 | . | -1.4 | 5 | 17 | -0.9 | -5 | 3 | 4

New compounds follow
SMILES	D1 PAM	D2 antag	D2 ag	RXFP1 antag	D1 antag	TRHR ag	D2 PAM	D1 agonist	TRHR PAM
CCOc1ncccc1C(=O)OCc1nnc(-c2ccccc2)o1	-1	-3	-0.7	-8	4	-2.3	10	6	1
COc1cc(NC(=O)C2CCN(S(=O)(=O)c3ccc(N4CCCC4=O)cc3)CC2)cc(OC)c1	-4	-20	-0.1	-5	7	0.2	-19	3	-3
Cc1ccc(CC2CC(=O)N(c3cc(Cl)ccn3)C2=O)cc1 (stereo not drawn)	2	-1	0.5	1	-6	-0.7	5	2	-3
CCOc1ccc(N(C(C)C(=O)NCCSc2ccc(C)cc2)S(C)(=O)=O)cc1 (stereo not drawn)	-2	.	-0.5	.	12	-0.1	-2	-1	-2
CCOC(=O)CNC(=O)Nc1cc(C(=O)NCc2cccc(F)c2)ccc1N1CCCC1	-1	.	-2.8	-9	-13	-0.1	-4	0	-1
Cc1ccc(-n2cccn2)c(CN2CCC(CO)(CCc3ccccc3)CC2)c1	-10	-1	2.1	-11	-17	0.5	-24	6	-5
C=CCc1c(C)nc2nc(SCC(=O)Nc3ccccc3CC)nn2c1C	-2	.	-0.3	-7	18	-0.8	-6	-1	4
CC1CCN(C(=O)Cn2cc(SCC(=O)NCc3ccccc3Cl)c3ccccc32)CC1	4	.	.	-15	7	0.1	-10	0	-7
Cc1ccc(-c2csc(N3CCN(CCCn4c(-c5ccncc5)nc5ccccc54)CC3)n2)cc1	0	-9	0.0	.	-1	-0.6	6	8	13
CCOC(=O)c1cccc(NC(=O)CC(c2ccc(F)cc2)N2Cc3ccccc3C2=O)c1 (stereo not drawn)	1	.	-0.8	8	-1	-0.1	-5	1	-3
Cc1cccc(NC(=O)CS(=O)(=O)c2cn(C)c3ccccc23)c1C	-1	-8	-0.7	-3	10	-1.7	16	1	2
CCOC(=O)N1CCN(Cc2nc3c(c(=O)[nH]c(=O)n3C)n2Cc2cc(C)ccc2C)CC1	0	0	-0.3	23	16	0.2	18	-2	-2
COc1cc(C(=O)Nn2c(C)nc3ccccc3c2=O)cc(OC)c1OC	-5	11	0.5	-12	-2	0.5	6	2	4
Cc1cc(C)cc(OCc2nnc(SCC(=O)NC3CC3)n2C)c1	2	2	-1.0	-9	3	-0.1	11	2	0
Cc1ccc(SCCNC(=S)Nc2cc(C)cc(C)c2)cc1	-3	-7	0.4	-3	-11	0.6	-6	1	-6
O=C(Nc1c(Cl)cc(Cl)cc1C(=O)NCCN1CCOCC1)c1ccc(Cl)cc1Cl	-2	12	0.0	8	12	0.1	-24	-1	0
O=C(Nc1ccc(N2CCN(C(=O)c3ccccc3)CC2)cc1)c1cc([N+](=O)[O-])ccc1N1CCOCC1	-6	0	.	-14	-4	-0.2	8	1	-5
O=c1c2[nH]c3cccc(Cl)c3c2ncn1Cc1ccco1	4	-2	0.6	11	-2	0.7	2	2	4
COc1ccccc1-c1noc(-c2ccccc2C(=O)Nc2cccnc2)n1	-6	3	-1.0	-12	-20	-0.4	-3	2	-2
Cn1c(NC(=O)c2ccccc2)c(-c2ccccn2)c(=O)c2ccccc21	-3	12	1.1	8	-21	0.5	5	1	-3

An excerpt from above, reduced to RXFP1 antag, TRHR PAM and D1 PAM.
canonical_smiles	RXFP1 antag	TRHR PAM	D1 PAM
O=c1c2[nH]c3cccc(Cl)c3c2ncn1Cc1ccco1	11	4	4
COc1ccccc1-c1noc(-c2ccccc2C(=O)Nc2cccnc2)n1	-12	-2	-6
Cn1c(NC(=O)c2ccccc2)c(-c2ccccn2)c(=O)c2ccccc21	8	-3	-3
